# MmCpn inh = Inhibitors of TCP-1 ring complex (TRiC) of Methanococcus maripaludis (MmCpn): qHTS | Chaperonin Mm-Cpn (Methanococcus maripaludis) | purified Mm-Cpn ATPase, ADP Transcreener TR-FRET | Potency, µM (series often up to 76.9 µM), for inactives: at the top dose activity, negative = inhibition, most hits filed as inhibitors | 330,000 tested, 0.031% active; note: potency is the fitted concentration of half-maximal effect; % is set by controls: 0 for no effect and ±100 for the full control effect; nearly all actives have a fitted effect of over 80% in size
#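 Quantitative HTS used 25 nM Mm-CPN and 10 uM ATP in magnesium/KCl Tris buffer, pH 7.4, with 1 mM DTT. Hydrolysis ran 30 min at 37°C; ADP was read by HTRF.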
# A549 tox = Nrf2 qHTS screen for inhibitors: counterscreen for cytotoxicity. A549 ARE-Fluc cells, CellTiter-Fluor viability, 18-24 h. Potency, µM (top dose mostly 46 µM), for inactives: at the highest dose activity change, negative = cytotoxicity, actives largely listed as inhibitors. 390,000 tested, 0.16% active. AID 504648, 2011; note: potency is the fitted concentration of half-maximal effect; % is set by controls: 0 for no effect and ±100 for the full control effect
#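 Cytotoxicity counterscreen: CellTiter-Fluor fluorescence was measured in A549 ARE_Fluc cells after 18-24 h of compound exposure in a concentration series. The subsequent BugLite luminescent read reports ARE-luciferase activity.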
# CCT modulator = High-Throughput Screening for Modulators of Cytosolic Chaperonin Activity | purified chaperonin ATPase assay, HTRF ADP detection, 30 min | AID 651819, 2012 | activity change, % (no concentration beside the values), hits read low | 360,000 tested, 0.3% active; in the data active = activity change below about -30%; note: % is set by controls: 0 for no effect and ±100 for the full control effect
#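 TRiC at 40 or 20 nM final (batch-dependent) in 30 mM Tris pH 7.4, 100 mM KCl, 5 mM MgCl2, 1 mM DTT, with compound at single 76 uM and 10 uM ATP, 30 min at 37 deg C. ADP detected by HTRF Transcreener, 665/615 ratio.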
# Akt phos inh = HTS Assay for Inhibitors of Akt Phophorylation: Primary Screen. Neuro2A IGF-stimulated pAkt S473 HTRF, 20 min; active compounds read low. activity change, % for hits at 50 µM. 360,000 tested, 0.32% active; in the data active = activity change below about -80%; inconclusive = mostly about -51% to -80%; note: % is set by controls: 0 for no effect and ±100 for the full control effect
#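 Single-point screen (50 µM final compound) in Neuro2A cells stimulated 20 min with 6 nM IGF at 37 deg C. After lysis, Ser473-phosphorylated Akt read by HTRF (ex 330 nm, em 615/665 nm) as the 665/615 ratio.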
# EPAC2 agonist = qHTS for Agonist of cAMP-regulated guanine nucleotide exchange factor 4 (EPAC2): primary screen; Rap guanine nucleotide exchange factor 4 (Homo sapiens), Q8WZA2; EPAC2 activation, biochemical qHTS; response scale: 100% = 6.5 mM cAMP response; Potency, µM (titrated, usually from 154 µM), without a hit: top-dose activation, hits mostly activators; 360,000 tested, 0.079% active; AID 720711, 2013; note: potency is the fitted concentration of half-maximal effect; nearly all actives have a fitted effect of over 50% in size
# Target sequence (Q8WZA2 whole entry, looked up): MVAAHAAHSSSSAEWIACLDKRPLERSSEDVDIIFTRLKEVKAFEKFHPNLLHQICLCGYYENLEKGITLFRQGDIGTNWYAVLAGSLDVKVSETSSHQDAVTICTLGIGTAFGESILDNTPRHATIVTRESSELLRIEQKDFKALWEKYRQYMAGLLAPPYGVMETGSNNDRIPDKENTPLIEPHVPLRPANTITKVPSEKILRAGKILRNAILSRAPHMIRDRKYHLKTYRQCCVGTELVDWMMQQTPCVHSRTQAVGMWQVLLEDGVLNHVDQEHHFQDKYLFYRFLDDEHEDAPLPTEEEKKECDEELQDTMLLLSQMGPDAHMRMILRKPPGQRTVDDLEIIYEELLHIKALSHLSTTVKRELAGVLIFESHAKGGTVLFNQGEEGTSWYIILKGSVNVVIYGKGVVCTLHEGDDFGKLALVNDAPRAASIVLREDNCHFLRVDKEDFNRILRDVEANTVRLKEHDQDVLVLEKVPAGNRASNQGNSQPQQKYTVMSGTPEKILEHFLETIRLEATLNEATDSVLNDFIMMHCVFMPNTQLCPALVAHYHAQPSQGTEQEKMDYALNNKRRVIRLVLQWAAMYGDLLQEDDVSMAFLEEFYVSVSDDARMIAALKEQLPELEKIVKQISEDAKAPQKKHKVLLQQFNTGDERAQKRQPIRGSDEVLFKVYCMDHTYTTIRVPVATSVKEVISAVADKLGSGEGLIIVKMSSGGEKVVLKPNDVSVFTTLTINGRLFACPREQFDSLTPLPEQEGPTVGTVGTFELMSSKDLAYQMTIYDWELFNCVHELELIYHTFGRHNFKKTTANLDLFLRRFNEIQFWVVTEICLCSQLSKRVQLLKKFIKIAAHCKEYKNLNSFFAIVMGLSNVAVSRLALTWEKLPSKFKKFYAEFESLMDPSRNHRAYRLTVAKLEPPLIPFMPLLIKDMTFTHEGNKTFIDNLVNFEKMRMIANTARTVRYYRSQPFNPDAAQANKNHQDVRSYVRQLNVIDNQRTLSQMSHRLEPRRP
#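 Nucleotide exchange monitored as fluorescence drop when BODIPY-GDP leaves Rap1B. Reaction: 100 nM EPAC2, 250 nM RAP1B-BODIPY-GDP, 50 uM GDP, room temperature, kinetic read over 30 min. Activity expressed relative to 6.5 mM cAMP.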
# Nrf2 block = Nrf2 qHTS screen for inhibitors. A549 ARE-Fluc reporter, luciferase luminescence, 18-24 h. Potency, µM (doses to about 46 µM), for inactives: at the highest dose activity change, negative = inhibition, hits mostly inhibitors. 360,000 tested, 2.1% active. AID 504444, 2011; note: potency is the fitted concentration of half-maximal effect; % is set by controls: 0 for no effect and ±100 for the full control effect; nearly all actives have a fitted effect of over 60% in size
#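 Concentration-response testing used A549 ARE_Fluc cells at 5000 cells/well. Following an 18-24 h compound incubation, viability was read by fluorescence (Ex 405/Em 525) and luciferase output by luminescence.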
# EPAC2 antag = qHTS for Antagonist of cAMP-regulated guanine nucleotide exchange factor 2 (EPAC2): primary screen. Potency, µM (titrated, usually from 114 µM), without a hit: at the highest dose activity, negative = inhibition, hits mostly inhibitors. EPAC2 GEF exchange of Rap1B-BODIPY-GDP, fluorescence. 360,000 tested, 0.18% active. Rap guanine nucleotide exchange factor 4 (Homo sapiens), Q8WZA2; note: potency is the fitted concentration of half-maximal effect; % is set by controls: 0 for no effect and ±100 for the full control effect; nearly all actives have a fitted effect of over 45% in size; many of its hits are not listed in these tables
# TGFb inhibitor = qHTS for Inhibitors of TGF-b. HepG2 CAGA-GFP TGF-b/SMAD3 reporter, GFP fluorescence, 18 h; TGF-beta stimulated, 500 pg/mL final. Potency, µM (highest dose often 46.1 µM), for the others: at the top dose activity, negative = inhibition, hits mostly inhibitors. 410,000 tested, 1.2% active. AID 588855, 2011; note: potency is the fitted concentration of half-maximal effect; % is set by controls: 0 for no effect and ±100 for the full control effect; nearly all actives have a fitted effect of over 65% in size
#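 Cell-based qHTS in HEPG2 carrying a CAGA-GFP Smad reporter; compounds added before 500 pg/mL final TGF-beta, 18 h incubation at 37 degrees C, GFP fluorescence quantified per cell by imaging cytometry.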
# Nrf2 activator = qHTS of Nrf2 Activators | AREc32 ARE-luciferase reporter (MCF7-derived line), luminescence, 24 h | Potency, µM (doses to about 46.1 µM), for the others: at the top dose activation, hits mostly activators | 410,000 tested, 0.31% active | AID 624171, 2012; note: potency is the fitted concentration of half-maximal effect; % of control where 0% means no effect; nearly all actives have a fitted effect of over 65% in size
#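 Reporter line AREc32 (ARE-Fluc), seeded overnight in OPTI-MEM with 5% FBS; compound pin-transferred, 24 hr at 37 deg C, 5% CO2; luminescent read-out.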
# An asterisk follows results filed as active; i = inactive; ? = inconclusive; . = not tested or not shown. Unless noted, calls come from the whole dose curve; as a rule, active = well fitted curve in the direction sought with a large enough effect; inconclusive = small, poorly fitted or top-dose-only effect, or another doubt; inactive = no such curve, though single readings can be large; an effect the other way counts as inactive or inconclusive. Some of the compounds tested; count on the stated rates, not on these rows.
# Short keys: A = MmCpn inh; B = A549 tox; C = CCT modulator; D = Akt phos inh; E = EPAC2 agonist; F = Nrf2 block; G = EPAC2 antag; H = TGFb inhibitor; I = Nrf2 activator
Compound: Cc1noc(C)c1-c1ccc(C(=O)NCc2ccncc2)c2occc12
  A: .	B: .	C: -2.5	D: i	E: 9%	F: .	G: -11%	H: 7%	I: 13%
Compound: Cc1cc(C(C)(C)C)cc(C)c1COC(=O)c1cccnc1
  A: 1%	B: 4%	C: 0.7	D: i	E: 1%	F: -8%	G: ?	H: 2%	I: 0.0%
Compound: O=C(O)c1ccc2c(c1)C(=O)N(Cc1ccco1)C2=O
  A: 2%	B: 5%	C: 3.7	D: i	E: 4%	F: 28%	G: 11%	H: 2%	I: 1.0%
Compound: Nc1nonc1-n1nnc(C(=O)N/N=C/c2cccc(F)c2)c1-c1ccccc1
  A: 1%	B: 6%	C: 0.9	D: i	E: -4%	F: -11%	G: -4%	H: ?	I: -0.7%
Compound: Cc1ccc(S(=O)(=O)c2cc3c(=O)n4ccccc4nc3n(CCCN3CCOCC3)c2=N)cc1C
  A: 2%	B: -16%	C: -2.3	D: i	E: 5%	F: 1%	G: -6%	H: -9%	I: -0.3%
Compound: CCOc1ccc(NC(=O)CSc2ncc(S(=O)(=O)c3ccc(F)c(C)c3)c(=O)[nH]2)cc1
  A: .	B: -1%	C: .	D: .	E: .	F: 8%	G: .	H: 0%	I: -2.4%
Compound: Cc1ccc(C)c(NC(=S)N(CCc2ccncc2)C(C)C)c1
  A: 3%	B: -8%	C: 0.9	D: i	E: 9%	F: -10%	G: -1%	H: 13%	I: 2.0%
Compound: CCc1nc(SCC(=O)NNC(=O)C(C)C)c2ccccc2n1
  A: -9%	B: -2%	C: -2.1	D: i	E: 6%	F: ?	G: 0%	H: 7%	I: 4.5%
Compound: COc1ccc(CNC(=O)N2CCc3ccccc3C2)cc1
  A: 0%	B: 3%	C: 0.1	D: i	E: 7%	F: 5%	G: -2%	H: -16%	I: 3.9%
Compound: Cc1ccc(C)c(NC(=O)CN(Cc2ccccc2)S(=O)(=O)c2ccc3nc(C)sc3c2)c1
  A: .	B: -1%	C: .	D: .	E: .	F: -17%	G: .	H: -33%	I: -0.8%
Compound: CC(=O)CCc1oc2c([N+](=O)[O-])cccc2c1-c1ccc(C)o1
  A: 0%	B: ?	C: -0.3	D: i	E: 21%	F: -3%	G: ?	H: -24%	I: 4.6%
Compound: COc1cc2c(cc1OC)CN(C(=O)C(CCSC)NS(=O)(=O)c1ccc(C)cc1)CC2 (stereo not given)
  A: 2%	B: -2%	C: -0.7	D: i	E: 2%	F: -3%	G: -3%	H: 4%	I: -0.7%
Compound: COc1ccc(-c2noc(CC(=O)Nc3ccc(Br)cc3C)n2)cc1
  A: .	B: 10%	C: .	D: .	E: .	F: 27%	G: .	H: ?	I: 1.1%
Compound: CC(C)CNC(=O)NC(=O)COc1ncnc2sccc12
  A: 1%	B: -4%	C: 1.2	D: .	E: 7%	F: .	G: -5%	H: 0%	I: -0.3%
Compound: Cc1ccc(-c2ccc(CN3C(CC(C)C)C(=O)N(Cc4cn(Cc5ccco5)nn4)CCS3(=O)=O)cc2)cc1 (stereo not given)
  A: .	B: .	C: 0.9	D: i	E: 9%	F: .	G: -15%	H: 0%	I: -1.4%
Compound: CC1(c2ccccc2)NC(=O)N(CC(=O)Nc2ccc(S(N)(=O)=O)cc2)C1=O (stereo not given)
  A: 0%	B: 5%	C: -3.4	D: i	E: 11%	F: ?	G: 0%	H: -2%	I: -0.1%
Compound: COc1ccc(NC(=O)CCc2c(C)nn(-c3ccc(N4CCCC4)nn3)c2C)cc1Cl
  A: .	B: -7%	C: .	D: .	E: .	F: ?	G: .	H: ?	I: 7.3%
Compound: CCOC(=O)c1nnc(-c2ccccc2)nc1N1CC(C)OC(C)C1 (stereo not given)
  A: 2%	B: 1%	C: 1.0	D: i	E: -5%	F: 7%	G: 13%	H: -4%	I: 2.1%
Compound: Cc1[nH]nc2c1C1(C(=O)Nc3ccc([N+](=O)[O-])cc31)C(C#N)=C(N)O2 (stereo not given)
  A: -1%	B: 7%	C: -3.3	D: i	E: 6%	F: 5%	G: -2%	H: -26%	I: -0.8%
Compound: Cc1ccc(Nc2c(-c3ccc(Cl)cc3)nc3sccn23)c(C)c1
  A: .	B: -2%	C: .	D: .	E: .	F: 11%	G: .	H: ?	I: 7.1%
Compound: COc1ccc(CC(=O)N(C)Cc2cccc(OC)c2OC)cc1S(=O)(=O)N1CCOCC1
  A: 1%	B: -4%	C: 0.4	D: i	E: 10%	F: -13%	G: 4%	H: -7%	I: 0.0%
Compound: COc1ccc(/C=C(/NC(C)=O)C(=O)O)cc1
  A: 2%	B: -1%	C: -0.2	D: i	E: -6%	F: -1%	G: 9%	H: 4%	I: 0.1%
Compound: COc1ccc(C(=O)CSc2nnc(CC(=O)Nc3ccccc3OC)n2C)cc1
  A: 1%	B: 4%	C: 0.6	D: i	E: 6%	F: -7%	G: -5%	H: 3%	I: 0.2%

# Pulled one by one from above:
# Short keys: A = MmCpn inh; B = A549 tox; C = CCT modulator; D = Akt phos inh; E = EPAC2 agonist; F = Nrf2 block; G = EPAC2 antag; H = TGFb inhibitor; I = Nrf2 activator
Compound: Cc1ccc(C)c(NC(=S)N(CCc2ccncc2)C(C)C)c1
  A: 3%	B: -8%	C: 0.9	D: i	E: 9%	F: -10%	G: -1%	H: 13%	I: 2.0%
Compound: CC(=O)CCc1oc2c([N+](=O)[O-])cccc2c1-c1ccc(C)o1
  A: 0%	B: ?	C: -0.3	D: i	E: 21%	F: -3%	G: ?	H: -24%	I: 4.6%
Compound: COc1ccc(CC(=O)N(C)Cc2cccc(OC)c2OC)cc1S(=O)(=O)N1CCOCC1
  A: 1%	B: -4%	C: 0.4	D: i	E: 10%	F: -13%	G: 4%	H: -7%	I: 0.0%

# Some of the entries so far, with bars between the fields.
mol | MmCpn inh | A549 tox | CCT modulator | Akt phos inh | EPAC2 agonist | Nrf2 block | EPAC2 antag | TGFb inhibitor | Nrf2 activator
Cc1noc(C)c1-c1ccc(C(=O)NCc2ccncc2)c2occc12 | . | . | -2.5 | i | 9% | . | -11% | 7% | 13%
Cc1cc(C(C)(C)C)cc(C)c1COC(=O)c1cccnc1 | 1% | 4% | 0.7 | i | 1% | -8% | ? | 2% | 0.0%
O=C(O)c1ccc2c(c1)C(=O)N(Cc1ccco1)C2=O | 2% | 5% | 3.7 | i | 4% | 28% | 11% | 2% | 1.0%

# Assay outcomes: PubChem BioAssay, National Center for Advancing Translational Sciences (NCATS)
